WT yeast gro inh – growth inhibition of WT yeast, mitochondrial fusion screen; mitochondrial fusion phenotypic screen, WT strain; inhibition, % at 10 µM; actives 2.1% (n = 190,000); AID 1362; in the data active = inhibition above about 58%; tested in S. cerevisiae
Large T inhibition – SV40 large T antigen inhibitors, biochemical (AID 1903); SV40 large T antigen ATPase/helicase inhibition assay; higher % means a stronger effect; one-dose inhibition, % at 20 µM; IC50 in µM for titrated hits; actives 0.39% (n = 310,000); in the data active = a potency from the dose series; inconclusive = inhibition mostly from about 32% at the one dose, without a potency; inactive = the rest, 99 in 100 with inhibition below about 32%; note: strong numbers were not always called active
RSV antiviral HEp-2 – RSV antiviral activity via CPE protection, HEp-2 cells, primary 10 µM value included (AID 2391); HEp-2 cells, RSV-induced CPE inhibition; higher % means a stronger effect; one-dose CPE inhibition, % at 10 µM; IC50 in µM for titrated hits; actives 0.13% (n = 310,000); in the data active = a potency from the dose series; inconclusive = CPE inhibition mostly from about 23% at the one dose, without a potency; inactive = the rest, 99 in 100 with CPE inhibition below about 21%; note: strong numbers were not always called active
Rac1 GTP hydrolysis – MgcRacGAP GTPase-activating activity inhibitors, confirmation, biochemical, ADP Hunter fluorescence | MgcRacGAP-stimulated Rac1 GTP hydrolysis, ADP Hunter fluorescence; higher % means a stronger effect; GST-tagged Rac1 F28L mutant substrate | inhibition, % at 30 µM; hits with a dose series show IC50 in µM | actives 0.6% (n = 340,000) | AID 624330;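 active = first-screen hits whose inhibition reached a set limit at any dose in the follow-up dose series; inconclusive = inhibition above the set first-screen limit but never retested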;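 note: fluorescence reports GDP produced by GAP-driven GTP hydrolysis; strong numbers were not always called active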
PhoP inhibition – PhoP-dependent GFP reporter repression – Salmonella Typhimurium, primary screen (AID 1863); S. Typhimurium PhoP-regulated promoter GFP reporter, 4 h; higher % means a stronger effect; one-dose inhibition, % at 50 µM; IC50 in µM for titrated hits; actives 0.16% (n = 300,000);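 active = inhibition over 29.93%, a cutoff 3 SD above the screen mean, later confirmed by dose response; inconclusive = inhibition over 29.93% but no dose response follow-up; inactive = inhibition at most 29.93% or unconfirmed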;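 note: 0% = low Mg2+ inducing control and 100% = high Mg2+ repressing control; strong numbers were not always called active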
West Nile antiviral – West Nile virus antiviral activity, cell-based, CPE readout (AID 1621); CPE inhibition, % at 10 µM; hits with a dose series show IC50 in µM; actives 0.02% (n = 290,000); West Nile virus-infected cells, CPE inhibition; higher % means a stronger effect; in the data active = a potency from the dose series; inconclusive = CPE inhibition mostly from about 3.7% at the one dose, without a potency; inactive = the rest, 99 in 100 with CPE inhibition below about 2.2%; note: strong numbers were not always called active
Myeloid diff MLP – myeloid differentiation induction. ER-HoxA9 myeloid progenitors, lysozyme-GFP differentiation, flow cytometry. calls only at 10 µM. actives 1% (n = 360,000);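 active = normalized GFP-positive differentiation at or above the plate's own cutoff, the solvent-only control mean plus 3 SD; inconclusive = no clear call, values can overlap the other calls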;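 note: cells exposed to compound for four days before flow analysis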
T cell modulator – modulates CD8 T cell binding to vesicles. 2C CD8+ T cell-vesicle binding, flow cytometry; active compounds read low. calls only at 7 µM. actives 0.068% (n = 330,000). AID 2052;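 active = response, share of CD8 T cells binding vesicles, and their 90th percentile fluorescence all below set limits, cut at about 80% in these data, passing the limit was not always enough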
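Assay system – 2C mouse CD8+ T cells · Also added – QL9-loaded Drosophila micro-vesicles · Timing – Cell–vesicle co-incubation 1.5 h at 37 °C, staining 20 min on ice · Signal – flow cytometry of vesicle-bound cells · Measure – percent CD8+ FL2 mean versus row control · Controls – Peptide-free naked vesicles (low) and QL9 vesicles with 0.7% DMSO vehicle (high)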
bCat nuc transl – modulators of beta-catenin nuclear translocation. AID 1665. actives 0.3% (n = 190,000). nuclear translocation activity, % at 5 µM. HeLa beta-catenin nuclear translocation, immunofluorescence imaging;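 active = nuclear translocation activity above 50% at 5 µM, with a well cell count of 50 or more; inconclusive = wells under 50 cells across six images, flagged as toxic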;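 note: per-cell ratio of nuclear to cytoplasmic median beta-catenin stain intensity; plate controls were DMSO negative control for no effect and GSK-3 inhibitor IX positive control for full effect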
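Test system: HeLa cells, endogenous beta-catenin; Compound: single 5 µM dose plus 0.02–20 µM confirmation series; Times: compound exposure 24 h at 37°C; Signal: fluorescence imaging of beta-catenin antibody stain plus DAPI; Read-out: % activation, nuclear-to-cytoplasmic median beta-catenin signal ratio per cell.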
WT yeast gro inh mutant strain – recorded beside WT yeast gro inh, whose call it bears; inhibition, %; mitochondrial fusion phenotypic screen, mutant strain inhibition
bCat nuc transl cell count 5 µM – also measured in bCat nuc transl; calls as there; cell count; measured here: cell count, cytotoxicity flag
T cell modulator vesicle-bound % – second read-out of T cell modulator, no call of its own (marks repeat the call); double positive events, %; measured here: CD8+ vesicle-bound cell fraction;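 binding gate set so that unloaded-vesicle control wells show 10% double positive cells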
Myeloid diff MLP GFP+ MAC1+ % – recorded beside Myeloid diff MLP, whose call it bears; GFP+ MAC1+ double positive, %; measured here: differentiation confirmed by MAC1 staining
* marks the source's active call; other numbers are inactive results; i = inactive; ? = inconclusive; / = not tested or not shown.

Every second line gives: West Nile antiviral	T cell modulator vesicle-bound %	PhoP inhibition	Myeloid diff MLP GFP+ MAC1+ %	WT yeast gro inh	Rac1 GTP hydrolysis	Myeloid diff MLP	bCat nuc transl	WT yeast gro inh mutant strain	T cell modulator	Large T inhibition	RSV antiviral HEp-2	bCat nuc transl cell count 5 µM
[1] CCOc1ccc2nc(NCCNC(=O)c3cc(OC)c(OC)c(OC)c3)c(C#N)cc2c1
 : -0.6%	8.3	-7.2%	0.3	/	5.5%	i	/	/	i	3.7%	3.9%	/
[2] C/C(=N\NC(=S)NC1CCCCC1)c1ccc(C#N)cc1
 : 0.0%	27.5	1.6%	0.5	18.5	8.2%	i	-1.3	7.1	i	-5.0%	0.3%	1191
[3] CC1(C)Cc2noc(N)c2C(C)(C)N1OC(=O)c1ccccc1
 : 0.6%	57.2	6.0%	0.7	-23.4	4.7%	i	-2.2	-12.1	i	7.2%	0.7%	1037
[4] COC(=O)c1ccccc1NC(=O)CNCCc1ccc(OC)c(OC)c1
 : -0.4%	15.4	5.1%	/	/	16.0%	/	/	/	i	7.1%	0.4%	/
[5] Cc1ccc(NC(=O)CC(N)=S)cc1
 : -0.1%	58.3	-1.6%	1.0	/	5.7%	i	-0.8	/	i	18.2%	0.4%	1341
[6] Cn1ncc(Br)c1C(=O)N/N=C/c1cccc(OC2CSC2)c1
 : -0.2%	59.3	11.1%	0.2	-12.6	5.1%	i	-1.9	-12.9	i	9.2%	1.1%	467
[7] CCOC(=O)CCNC(C(=O)OCC)c1ccccc1 (centres undefined)
 : 0.1%	21.2	-10.9%	0.8	-16.4	7.7%	i	-0.5	-55.3	i	3.7%	1.0%	1183
[8] CCOc1ccccc1NC(=S)Nc1ncccc1C
 : -0.1%	56.8	8.2%	0.2	56.8	8.3%	i	1.5	52.8	i	1.6%	0.3%	1120
[9] Cc1ccc2c(Cl)cc(Cl)c(OCC(=O)Nc3cccc(S(=O)(=O)N(C)C)c3)c2n1
 : 0.1%	38.9	-3.1%	0.5	10.2	8.5%	i	5.1	-19.4	i	14.7%	1.3%	930
[10] COc1cccc(C(=O)NCCS(=O)(=O)N2CCCCCC2)c1
 : /	25.4	5.5%	/	/	4.3%	/	/	/	i	6.9%	-0.4%	/
[11] CCOc1ccc(-c2c(C(=O)N/N=C/c3ccc(C)o3)nnn2-c2nonc2N)cc1
 : 0.5%	16.8	0.3%	0.6	/	5.0%	i	/	/	i	4.8%	-0.7%	/
[12] CCCCCCC1/C(=N\NC(=O)c2ccccc2)CCC1C(=O)OC (centres undefined)
 : -0.3%	51.5	-5.5%	0.4	/	/	i	/	/	i	11.7%	1.0%	/
[13] CCOC(=O)Cc1csc(/N=C/c2c(O)n(-c3ccc(C)cc3C)c(=O)c3ccccc23)n1
 : 0.6%	14.4	-11.3%	0.6	-2.8	1.8%	i	-2.0	-9.7	i	1.4%	-0.2%	993
[14] CC(C)NC(=O)CCCc1ccccc1
 : 2.2%	20.1	-20.6%	1.5	6.9	0.2%	i	-3.4	-2.3	i	-0.2%	0.2%	925
[15] Cc1ccc(-n2c(C3CC3c3ccc(Cl)cc3)n[nH]c2=S)cc1 (centres undefined)
 : -0.3%	52.6	0.8%	0.7	23.5	3.1%	i	-5.2	-40.7	i	16.0%	-1.6%	1206
[16] COc1ccc(C)cc1NC(=O)c1nnn(Cc2cc(C)ccc2C)c1N
 : 0.4%	54.3	-1.1%	2.0	-2.5	13.0%	i	/	-27.9	i	5.5%	-0.9%	/
[17] COC(=O)C1(Cc2cc(-c3cccc(Br)c3)no2)CCN(C(=O)OC(C)(C)C)CC1
 : -1.1%	7.5	-2.4%	1.9	/	8.5%	i	/	/	i	16.2%	16.4%	/
[18] N/C(=N\O)c1ccc(NC(=O)c2ccc(Br)o2)cc1
 : -0.4%	31.7	8.3%	0.9	5.1	13.9%	i	-0.8	-1.4	i	28.1%	0.6%	993
[19] CCN1CCN(C(c2cccs2)C(C)NC(=O)c2ccccc2F)CC1 (centres undefined)
 : -0.3%	25.9	-5.0%	9.4	-6.1	0.1%	i	-2.6	-5.9	i	-3.4%	-0.3%	1072
[20] Cc1nonc1CN(C)C(=O)c1ccc(OC2CCN(C(=O)c3cccnc3)CC2)cc1
 : -0.7%	24.6	-6.5%	1.1	6.0	9.3%	i	-1.2	9.1	i	6.7%	1.8%	969
[21] COc1c(F)c(F)c(C(=O)O)c(Nc2cccc(C)c2)c1F
 : 0.2%	26.3	0.3%	0.2	-3.5	/	i	0.2	3.1	i	5.8%	-0.8%	1032
[22] COc1cc(C=O)ccc1Oc1nnnn1-c1ccc(C(N)=O)cc1
 : -0.8%	38.6	14.9%	10.3	23.6	2.1%	i	0.5	15.0	i	4.9%	/	1134
[23] c1ccc2oc(-c3csc(N4CCOCC4)n3)cc2c1
 : 0.1%	50.6	-8.3%	0.5	9.4	11.0%	i	-0.7	14.2	i	-4.2%	1.5%	1103
[24] CC1(OC(=O)c2cccs2)C(=O)C=C2C=C(c3ccsc3)OC=C2C1=O (centres undefined)
 : 0.6%	21.7	/	/	/	/	/	/	/	i	31.3%	2.9%	/
[25] COc1ccc(NC(=O)C2CCCN(C(=O)Nc3ccc(F)cc3)C2)cc1OC (centres undefined)
 : -0.9%	23.5	0.3%	0.9	/	2.3%	i	/	/	i	0.4%	2.4%	/
[26] COCCN(C(=S)Nc1cccc(OC)c1)C(C)c1cccs1 (centres undefined)
 : -0.4%	48.9	2.4%	0.4	43.9	7.2%	i	-0.5	5.2	i	22.1%	2.6%	1125
[27] CN(Cc1ccccc1)C(=O)C1CCN(S(=O)(=O)c2ccc3nc4c(c(C(=O)O)c3c2)CCCC4)CC1
 : 0.1%	11.7	-4.8%	7.1	/	13.2%	i	/	/	i	5.2%	-0.3%	/
[28] COc1ccc(OC)c(C2=CC(=O)C[C@H](c3ccc4c(c3)OCO4)C2)c1
 : /	32.7	/	2.9	/	4.3%	i	/	/	i	/	2.7%	/
[29] Cc1ccc(C)c(NC(=S)N2CCC(NC(=O)c3ccco3)CC2)c1
 : 0.3%	19.9	-7.4%	2.1	/	4.2%	i	/	/	i	13.2%	1.9%	/
[30] CC(C)CCn1c(=O)c2ccccc2n2c(CCC(=O)NC3CCN(Cc4ccccc4)CC3)nnc12
 : -1.4%	44.4	2.0%	0.4	/	4.4%	i	/	/	i	6.2%	-2.0%	/
[31] C=CCn1c(SCC(=O)N2CCN(C(=O)c3ccco3)CC2)nc2sc(CC)cc2c1=O
 : -0.2%	21.4	11.8%	0.5	5.1	4.9%	i	-1.4	22.9	i	6.5%	2.4%	928
[32] COC(=O)Cc1ccc(NC(=O)c2ccc3c(c2)C(=O)N(Cc2ccco2)C3=O)cc1
 : -0.1%	8.3	2.3%	1.5	/	7.0%	i	/	/	i	6.7%	1.1%	/
[33] Cc1cc(=O)oc(C)c1C(=O)OCC(=O)c1ccc2ccccc2c1
 : -0.2%	26.4	-3.5%	1.2	2.1	6.1%	i	/	-8.1	i	11.4%	8.9%	/
[34] Cc1c(CC(=O)O)c(=O)oc2cc3oc4c(c3cc12)CCCC4
 : 0.5%	26.1	-4.0%	0.5	/	10.4%	i	0.1	/	i	11.3%	1.3%	1267
[35] CC1(c2nnc(-c3ccncc3)o2)CC(c2c(Cl)cccc2Cl)=NO1 (centres undefined)
 : 0.0%	50.0	-1.7%	1.3	/	6.8%	i	1.3	/	i	4.2%	5.2%	1116
[36] CC1CCN(c2nc3nonc3nc2Nc2ccc(F)cc2)CC1
 : -1.5%	31.8	6.1%	0.5	13.4	4.9%	i	0.6	-1.3	i	1.7%	-2.1%	1584
[37] COc1cc(/C=N/Nc2nc(Nc3ccccc3)nc(-n3nc(C)cc3C)n2)cc(OC)c1OC
 : -0.8%	57.3	-7.3%	0.6	1.6	10.4%	i	-2.5	12.1	i	6.1%	?	1052
[38] Cc1ccc(Nc2nc(-c3sc(N)nc3C)cs2)cc1
 : -1.0%	51.2	-0.3%	0.7	/	-8.7%	i	/	/	i	20.1%	17.9%	/
[39] CC1CCC(NC(=O)CN(C)S(=O)(=O)c2cccc3cccnc23)CC1 (centres undefined)
 : -0.2%	31.4	-7.0%	0.4	/	12.3%	i	0.3	/	i	13.3%	4.0%	1344
[40] O=C(NC(Cc1c[nH]c2ccccc12)C(=O)N/N=C/c1ccc(Cl)cc1)c1cccs1 (centres undefined)
 : -0.6%	40.4	3.2%	0.2	-2.7	7.5%	i	0.2	3.1	i	5.4%	10.9µM*	1442
[41] COc1ccc(C(=O)NC2=NCCS2)cc1S(=O)(=O)N1CCCCC1C (centres undefined)
 : -0.4%	30.9	-2.0%	0.4	-2.9	5.2%	i	-4.7	-26.3	i	9.8%	2.1%	1170
[42] COc1ccc(Cl)cc1Nc1ncnc2sc(C)c(S(=O)(=O)N3CCC(C)CC3)c12
 : 0.0%	33.7	-13.5%	1.1	6.7	0.2%	i	0.3	-8.9	i	3.2%	12.4%	543
[43] N#CCCn1cc(/C=N/NC(N)=S)c(-c2ccccc2)n1
 : 0.4%	18.6	3.7%	0.6	-0.7	9.2%	i	-1.1	-5.4	i	17.3%	-0.8%	1135

Structural class: those above with a COOH group (three)
Every second line gives: West Nile antiviral	T cell modulator vesicle-bound %	PhoP inhibition	Myeloid diff MLP GFP+ MAC1+ %	WT yeast gro inh	Rac1 GTP hydrolysis	Myeloid diff MLP	bCat nuc transl	WT yeast gro inh mutant strain	T cell modulator	Large T inhibition	RSV antiviral HEp-2	bCat nuc transl cell count 5 µM
[21] COc1c(F)c(F)c(C(=O)O)c(Nc2cccc(C)c2)c1F
 : 0.2%	26.3	0.3%	0.2	-3.5	/	i	0.2	3.1	i	5.8%	-0.8%	1032
[27] CN(Cc1ccccc1)C(=O)C1CCN(S(=O)(=O)c2ccc3nc4c(c(C(=O)O)c3c2)CCCC4)CC1
 : 0.1%	11.7	-4.8%	7.1	/	13.2%	i	/	/	i	5.2%	-0.3%	/
[34] Cc1c(CC(=O)O)c(=O)oc2cc3oc4c(c3cc12)CCCC4
 : 0.5%	26.1	-4.0%	0.5	/	10.4%	i	0.1	/	i	11.3%	1.3%	1267
